Screening results: PubChem, Sanford-Burnham Center for Chemical Genomics
APJ antagonist: APJ receptor antagonism | CHO-K1 APJ beta-arrestin complementation, luminescence | inhibition, % at 20 µM | actives 0.32% (n = 330,000) | AID 2521;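 active means inhibition above about 40% at 20 µM, limit read from the data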;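 further: cells challenged with 10 nM apelin-13 agonist together with compound; plate controls were apelin-13 plus DMSO wells for no effect and DMSO wells lacking apelin-13 for full effect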
Target sequence (P35414 whole entry, looked up): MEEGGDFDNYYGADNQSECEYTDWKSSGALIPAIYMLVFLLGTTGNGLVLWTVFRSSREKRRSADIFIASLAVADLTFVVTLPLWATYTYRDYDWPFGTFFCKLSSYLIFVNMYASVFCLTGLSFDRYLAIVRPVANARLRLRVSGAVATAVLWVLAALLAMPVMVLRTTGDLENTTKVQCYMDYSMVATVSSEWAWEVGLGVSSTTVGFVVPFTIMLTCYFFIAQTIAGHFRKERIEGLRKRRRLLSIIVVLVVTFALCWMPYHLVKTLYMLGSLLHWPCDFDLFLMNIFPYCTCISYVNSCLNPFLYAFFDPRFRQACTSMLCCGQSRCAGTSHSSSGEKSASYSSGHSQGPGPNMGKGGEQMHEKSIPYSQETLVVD
CCR6 antag: blocks CCL20-driven beta-arrestin recruitment at human CCR6; CHO-K1 CCR6 PathHunter beta-arrestin, luminescence, CCL20-stimulated; P51684; inhibition, % at 20 µM; actives 0.49% (n = 340,000);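 active means compounds whose inhibition of the agonist-driven luminescence signal at 20 µM reaches about 50%, limit read from the data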;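 further: cells stimulated with CCL20 at 14 nM final; plate controls were DMSO with CCL20 for no effect and DMSO without agonist for full effect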
Jurkat NFkB inh: lowers PMA/ionomycin-induced NF-kB signal in Jurkat cells | inhibition, % at 4 µM | PMA/ionomycin-induced NF-kB luciferase reporter, luminescence | actives 0.53% (n = 330,000); in the data active means inhibition above about 50%
EBI2 antag: EBI2 (human) antagonism | EBI2 beta-arrestin recruitment, luminescence, 7a,25-OHC stimulated | inhibition, % at 5 µM | actives 0.81% (n = 360,000) | AID 651636 | P32249; in the data active means inhibition above about 38%;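 further: enzyme fragment complementation signal reports receptor beta-arrestin coupling in cells; 0% = agonist plus DMSO wells and 100% = wells without agonist; some results beyond the cut were filed as inactive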
Target sequence (P32249 whole entry, looked up, the tested form may be a part): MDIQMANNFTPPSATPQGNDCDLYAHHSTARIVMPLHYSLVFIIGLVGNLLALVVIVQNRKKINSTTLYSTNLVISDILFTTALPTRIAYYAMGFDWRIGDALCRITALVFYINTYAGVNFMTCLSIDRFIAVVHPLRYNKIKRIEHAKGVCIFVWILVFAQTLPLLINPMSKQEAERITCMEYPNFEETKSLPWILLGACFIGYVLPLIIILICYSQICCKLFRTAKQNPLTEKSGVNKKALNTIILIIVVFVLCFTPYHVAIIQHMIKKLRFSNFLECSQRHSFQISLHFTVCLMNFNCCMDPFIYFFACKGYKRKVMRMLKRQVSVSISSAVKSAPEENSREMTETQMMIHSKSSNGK
CXCR6 block: inhibitors of human CXCR6 receptor. CHO-K1 PathHunter CXCR6 beta-arrestin, luminescence. inhibition, % at 20 µM. actives 0.36% (n = 360,000); in the data active means inhibition above about 34%, passing the limit was not always enough;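 further: antagonist mode with CXCL16 agonist at 10 nM final; 0% = 10 nM CXCL16 with DMSO and 100% = unstimulated wells without agonist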
697 NFkB inh: lowers PMA/ionomycin-induced NF-kB signal in 697 B cells; 697 B-cell NF-kB luciferase reporter, 16 h; inhibition, % at 4 µM; actives 0.33% (n = 330,000); in the data active means inhibition above about 35%
Gli-Sufu antag: blocks Gli-Sufu signaling in a luciferase reporter; actives 0.74% (n = 340,000); inhibition, % at 5 µM; AID 588413; Sufu-KO-LIGHT fibroblasts, Gli luciferase reporter luminescence;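 active means inhibition above about 55%, limit read from the data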;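 further: 0% = DMSO-treated cells and 100% = wells with medium but no cells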
UBC13 polyUb: inhibitors of human UBC13 polyubiquitin chain formation; P61088; actives 0.47% (n = 330,000); TR-FRET; inhibition, % at 20 µM; in the data active means inhibition above about 45%, passing the limit was not always enough
Target sequence (P61088 whole entry, looked up): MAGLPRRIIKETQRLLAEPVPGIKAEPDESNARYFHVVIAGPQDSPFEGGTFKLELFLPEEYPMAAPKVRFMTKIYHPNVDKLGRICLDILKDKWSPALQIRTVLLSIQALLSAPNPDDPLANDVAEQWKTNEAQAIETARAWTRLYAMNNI
* marks the source's active call; other numbers are inactive results; / = no result given.

SMILES	APJ antagonist	CCR6 antag	Jurkat NFkB inh	EBI2 antag	CXCR6 block	697 NFkB inh	Gli-Sufu antag	UBC13 polyUb
CCOC(=O)COc1ccc(C2NC(C(=O)O)CS2)cc1 (stereo not drawn)	8.9	-2.7	2.4	-1.9	-5.1	0.3	1.5	-9.7
O=[N+]([O-])c1ccc(O)c(CNCc2ccccc2)c1	/	11.1	/	-12.1	12.0	/	7.1	/
COc1cc2ccccc2cc1C(=O)N/N=C/c1ccc2c(c1)OCO2	24.2	17.9	28.7	2.8	0.6	-19.7	1.5	-5.4
COc1ccc(C2=C/C(=C\c3ccc(OC(C)=O)cc3)C(=O)O2)cc1	6.1	15.6	2.1	24.3	4.2	-4.5	24.4	-16.7
Cn1c(=O)c2c(nc(NCC3CCCC(CN)C3)n2Cc2ccc(Cl)cc2Cl)n(C)c1=O (stereo not drawn)	11.3	15.6	21.4	14.4	-9.8	-91.6	13.0	16.5
O=C(c1cccnc1)N1CCN(c2ccc3ccccc3n2)CC1	-1.3	1.6	6.2	12.3	-6.6	-2.9	7.4	2.7
Cc1ccccc1/C=N\NC(=O)c1ccc(Cn2cccn2)o1	10.0	6.7	-2.3	-1.8	-3.4	-18.1	-2.2	-10.6
COCCN(C(=O)COC(=O)c1ccco1)c1c(N)n(Cc2ccccc2)c(=O)[nH]c1=O	-32.0	-5.0	11.2	2.6	0.6	19.7	-6.8	0.9
CCc1nnc(NC(=O)CSc2sc3c(O)cc(=O)[nH]c3c2C#N)s1	0.9	6.4	-7.5	5.2	-16.6	-4.7	-11.0	-4.7
COc1ccccc1C(=O)N/C(N)=N/c1nc2ccccc2o1	18.8	75.4*	-50.1	27.1	25.5	-69.8	-11.7	-16.1
Cc1ccc(CCN2CC(C(=O)O)CC2=O)cc1 (stereo not drawn)	-10.2	-4.1	0.8	-0.2	1.9	2.3	-0.1	-3.5
O=C(NCc1ccc2c(c1)OCO2)C1CC(=O)N(c2ccc(F)cc2)C1 (stereo not drawn)	-20.1	7.8	5.2	0.4	1.3	15.1	10.3	6.8
CCn1c(=S)sc2c(=O)n(CC(=O)Nc3ccccc3OC)c(C)nc21	6.4	5.4	-2.5	-2.6	4.8	-23.0	9.1	-7.0
COc1ccccc1N1CCN(S(=O)(=O)c2ccc3c(c2)NC(=O)C(C)C(=O)N3)CC1 (stereo not drawn)	6.8	12.8	-3.5	1.8	0.7	-4.8	41.4	4.0
CC(C)NCc1c(O)c(Br)cc2oc3c(c12)CCCC3	/	-14.1	/	5.2	8.7	/	-16.6	/
CC(=O)Nc1ccc(NC(=O)COC(=O)c2c(-c3ccccc3)noc2C)cc1	-1.5	8.1	11.8	1.8	-5.5	1.2	-7.3	5.0
N#Cc1nc(COc2ccc(F)cc2)oc1N1CCCCC1	7.5	7.0	-3.0	-6.9	0.2	4.6	2.8	3.6
Cc1noc(C)c1COC(=O)c1ccc(N(C)C)cc1	11.8	4.8	-10.0	-5.3	2.1	-2.6	-13.7	-16.5
Cc1ccc(NC(=O)C2CCCN(C(=O)c3ccc(Cl)cc3)C2)cc1C (stereo not drawn)	0.1	6.0	-44.0	15.2	3.6	-44.3	-14.7	-0.1
Cc1cc(C)cc(NC(=S)NC(=O)CCN2C(=O)c3ccccc3C2=O)c1	9.9	10.3	12.5	-5.1	7.3	10.5	-6.8	13.0
COCCCNC(=O)c1cn(C)c(=O)c2cc(OC)c(OC)cc12	-13.8	12.3	-2.8	-13.1	3.4	-3.0	-13.8	-4.7
CCc1cccc2c(C(=O)COC(=O)c3ccc(O)cc3)c[nH]c12	2.0	2.7	4.1	10.3	-1.1	1.7	-13.0	-0.7
COc1ccccc1CC(=O)N(Cc1ccccc1)c1ccc(C)cc1	2.8	16.0	3.4	15.2	2.5	-23.6	-2.0	1.6
COc1cc(C(=O)NCCCc2ccccc2)cc(OC)c1OC	1.4	7.9	7.5	4.0	-2.1	-2.5	0.8	-2.1
CCOC(=O)c1c[nH][nH]c1=O	1.6	8.8	5.1	-3.8	-0.2	15.1	-1.6	0.8
Cc1ccc(-c2csc3ncnc(Cl)c23)cc1	-4.0	1.0	-0.4	2.9	-0.5	-22.4	8.2	-8.7
OC1CCN(Cc2cccc3ccccc23)CC1	-1.4	2.0	2.7	2.9	-5.4	3.2	7.2	0.3
CCc1cc(=O)oc2cc(OC(=O)c3ccco3)ccc12	0.7	6.8	-0.6	-0.7	-1.8	0.3	7.0	10.5
O=C(CCCc1ccccc1)Nc1cccnc1Cl	-10.6	-13.7	-10.9	-6.4	-0.7	21.8	-3.7	-9.3
COc1ccc(OC)c(CN2CCN(C(=O)c3ccc(NS(=O)(=O)c4cccc([N+](=O)[O-])c4)cc3)CC2)c1	0.1	8.2	-17.3	-8.3	-0.7	-30.1	7.1	-3.8
CCOC(=O)c1c(S(=O)(=O)NCC(=O)N2CCN(c3ccccc3OC)CC2)c(C)n(C)c1C	-19.9	0.9	6.1	-2.6	-2.7	9.2	10.4	-0.1
OCC1(CCOc2ccccc2)CCN(C2Cc3ccccc3C2)CC1	4.2	17.1	0.4	10.8	3.1	-0.9	5.2	5.1
Cc1ccc(NC(=O)CCNC(=O)c2ccccc2Cl)cc1S(=O)(=O)N1CCOCC1	4.1	2.5	-0.9	-10.8	-5.9	14.3	-4.5	10.4
CCCCCC(=O)NNC1CC(=O)N(c2cccc(OCC)c2)C1=O (stereo not drawn)	-12.1	-1.5	-10.5	-7.1	-10.7	0.1	-0.4	4.0
Cc1ccc(C)c(NC(=O)C(c2ccccc2)N2CCN(CC(=O)NC3CC3)CC2)c1 (stereo not drawn)	14.2	8.2	-18.9	1.0	-2.0	16.7	-1.4	2.6
CCOC(=O)c1ccc(NS(C)(=O)=O)cc1	3.3	9.2	6.2	-4.3	-1.0	8.4	7.2	-3.7

Arranged by the number under Jurkat NFkB inh (lowest first): some entries from above
canonical_smiles	APJ antagonist	CCR6 antag	Jurkat NFkB inh	EBI2 antag	CXCR6 block	697 NFkB inh	UBC13 polyUb
CCn1c(=S)sc2c(=O)n(CC(=O)Nc3ccccc3OC)c(C)nc21	6.4	5.4	-2.5	-2.6	4.8	-23.0	-7.0
Cc1ccc(NC(=O)CCNC(=O)c2ccccc2Cl)cc1S(=O)(=O)N1CCOCC1	4.1	2.5	-0.9	-10.8	-5.9	14.3	10.4
CC(=O)Nc1ccc(NC(=O)COC(=O)c2c(-c3ccccc3)noc2C)cc1	-1.5	8.1	11.8	1.8	-5.5	1.2	5.0

Continued.
SMILES	APJ antagonist	CCR6 antag	Jurkat NFkB inh	EBI2 antag	CXCR6 block	697 NFkB inh	Gli-Sufu antag	UBC13 polyUb
Fc1ccc(NC(=S)N2CCN(c3ccccn3)CC2)cc1Cl	-14.3	5.1	-2.2	-19.0	-1.8	-9.4	6.2	0.7
CCOc1cccc(OCCCCN2CCOCC2)c1	0.9	-3.7	-10.2	-0.3	-13.8	0.2	-60.6	3.5
O=C(CN1CCN(c2ccc(O)cc2)CC1)Nc1ccccc1C(=O)NCCc1ccccc1	12.9	11.6	-3.1	4.1	4.9	-22.7	25.7	1.4
CCCN1CCC(NC(=O)Nc2ccc([N+](=O)[O-])cc2)CC1	-4.1	-1.4	-22.3	5.8	3.5	7.9	18.2	0.6
Brc1ccc(-c2csc(N/N=C/c3ccc4c(c3)OCO4)n2)cc1	2.0	-6.6	-19.2	19.8	-6.7	-19.2	4.1	-11.4
O=C(N/N=C/c1ccncc1)c1cccc(S(=O)(=O)N2CCCC2)c1	3.0	14.3	-5.1	-4.8	11.3	20.1	-4.4	0.7
CCCc1[nH]n(-c2ccc(F)cc2)c(=O)c1C=Nc1cccc(F)c1	11.3	10.0	21.9	5.0	-3.0	-24.4	-6.2	6.8
COC(=O)c1oc2c(c1C)C(=O)CC(C)(C)C2	5.4	4.7	17.0	-5.7	2.7	9.8	1.3	9.4
COC(=O)c1cn(Cc2cccnc2)c(=O)c2ccccc12	5.4	-0.5	0.6	-8.2	4.2	-1.0	0.7	13.7
COc1ccc(-c2csc(NC(C)=O)n2)cc1OC	-7.1	0.0	-7.4	4.9	-0.1	6.0	-5.6	3.5
O=C1C=CN2CCCC2CC1 (stereo not drawn)	0.0	-3.8	5.0	-12.8	2.5	1.0	4.7	11.8
COCCn1nnnc1CN(Cc1cccnc1)Cc1cc2cc(OC)ccc2[nH]c1=O	/	-4.3	/	8.0	-6.7	/	2.2	/

Grouped by structure: the compounds so far with fluorine.
SMILES	APJ antagonist	CCR6 antag	Jurkat NFkB inh	EBI2 antag	CXCR6 block	697 NFkB inh	Gli-Sufu antag	UBC13 polyUb
O=C(NCc1ccc2c(c1)OCO2)C1CC(=O)N(c2ccc(F)cc2)C1 (stereo not drawn)	-20.1	7.8	5.2	0.4	1.3	15.1	10.3	6.8
N#Cc1nc(COc2ccc(F)cc2)oc1N1CCCCC1	7.5	7.0	-3.0	-6.9	0.2	4.6	2.8	3.6
Fc1ccc(NC(=S)N2CCN(c3ccccn3)CC2)cc1Cl	-14.3	5.1	-2.2	-19.0	-1.8	-9.4	6.2	0.7
CCCc1[nH]n(-c2ccc(F)cc2)c(=O)c1C=Nc1cccc(F)c1	11.3	10.0	21.9	5.0	-3.0	-24.4	-6.2	6.8

Carrying on.
SMILES	APJ antagonist	CCR6 antag	Jurkat NFkB inh	EBI2 antag	CXCR6 block	697 NFkB inh	Gli-Sufu antag	UBC13 polyUb
CCNc1ccc(C(=O)OCC(=O)NCCN2C(=O)CSC2=O)cc1[N+](=O)[O-]	-2.6	5.1	-7.1	-9.1	-1.0	13.4	-5.2	-8.3
Cc1ccc(NC(=O)C(=O)NCCN2CCN(C(=O)C(c3ccccc3)c3ccccc3)CC2)cc1	-3.8	9.3	11.7	32.8	-0.9	20.5	-10.9	9.2
CNc1oc(/C=C/c2cccc(OC)c2)nc1C#N	-5.5	-0.1	-17.0	-3.7	2.6	2.0	-12.8	22.4
Clc1cccc(-c2cc3nc4c(c(NCc5ccco5)n3n2)CCCC4)c1	12.3	19.8	-111.0	10.6	8.4	-326.8	-12.3	2.1
CCCCNC(=S)N(CCN(C)C)Cc1cc2cc3c(cc2[nH]c1=O)OCCO3	3.3	9.5	-28.1	-1.1	7.5	-10.3	27.8	4.7
COc1cc(OC)nc(Oc2ccccc2C(=O)Oc2ccccc2Cl)n1	19.5	6.1	4.7	5.7	11.1	-7.1	3.4	-0.9
COc1ccc(OCCC(=O)OCC(=O)NCc2ccco2)cc1	-7.7	6.9	10.4	14.6	2.2	-11.2	-4.5	-5.2
Cc1ccc(S(=O)(=O)N2CCN(C(=O)N3CCOCC3)CC2)cc1C	9.8	-2.2	4.2	2.7	-2.0	12.7	-5.9	-1.8
CC1CCN(C(=O)c2[nH]cnc2C(=O)N[C@@H](C)c2ccccc2)CC1	-8.2	8.7	3.5	-0.2	10.7	9.0	6.1	14.4
O=C(NC1CCN(S(=O)(=O)c2ccc(F)cc2)CC1)c1ccco1	10.0	1.6	10.5	-1.6	-3.2	4.3	7.6	-7.7
COC(=O)c1ccc(CN2CCCC(CCC(=O)NCc3ccc(C)o3)C2)cc1 (stereo not drawn)	-0.1	4.3	9.4	-9.4	16.6	17.0	18.6	5.3
N/C(=N\OC(=O)c1cccs1)c1ccc(Cl)cc1	-46.4	-4.0	-76.7	-0.1	-9.4	-90.7	-24.8	1.0
Cn1cc(C(=O)NCc2ccc(Cl)cc2)c(=O)c2cc(S(=O)(=O)N3CCOCC3)ccc21	-5.5	-4.9	21.9	9.0	0.6	-10.9	5.1	1.5
CCOc1ccc(CCNC(=O)CCNC(=O)c2ccco2)cc1OCC	-4.2	3.2	9.0	-8.2	2.7	24.6	-27.4	4.4
Cc1nn(C(=O)c2cccnc2)c(C)c1Sc1ccccc1	1.6	-14.0	6.3	-38.7	-19.1	18.1	-4.5	5.1
CCOC(=O)C1=C(C)NC(=O)NC1C1CC=CCC1 (stereo not drawn)	1.7	-6.5	5.7	-12.4	-1.4	3.9	-25.6	3.3
CCOC(=O)C1CCN(C(=O)Cc2c(C(=O)O)n(C)c3ccccc23)CC1	0.1	1.5	-11.7	-9.7	-0.7	-8.9	1.9	-2.8
CCOC(=O)c1ccc(N2CCN(C(C)=O)CC2)c(NC(=O)c2cccnc2)c1	-13.8	-0.4	5.4	-0.5	-1.0	21.4	-3.6	0.6

Rows are unselected; any-hit rate near 3%.
